BL2 CD40 inh – inhibitors of CD40-induced NF-kB signaling, primary screen, BL2 cells, luciferase reporter, single point; CD40L-induced, 4 h; inhibition, % at 10 µM; 0.94% of 83,000 active;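 active = mean inhibition of at least 50% with a set share of replicates also reaching that level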;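 also: 0% = neutral control wells and 100% = IKK inhibitor VII at 50 µM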
The depositor's hits bear a star; [ ] = another dose, or the depositor's remark.

SMILES | BL2 CD40 inh
O=C1CC(SC2=NCCS2)C(=O)N1c1cccc(Cl)c1Cl (stereo unspecified) | 3
COCCCN(CC(=O)O)S(=O)(=O)c1cccc(Cl)c1 | 9
O=C(CCCn1cc([N+](=O)[O-])cn1)NC1CCCCCC1 | 7
O=C(Nc1ccc(Cl)cc1)C1(S(=O)(=O)c2ccccc2)CC1 | 0
COc1ccc(CN(C)C[C@H]2Oc3ccc(NC(=O)Nc4ccc5c(c4)OCO5)cc3CC(=O)N([C@H](C)CO)C[C@H]2C)cc1 | -1[25 µM]
COc1ccc(CCNC(=O)CSc2nc3[nH]ncc3c(=O)n2-c2ccccc2OC)cc1OC | 11
O=[N+]([O-])c1ccc(NN=Cc2cc(Br)ccc2O)nc1 | 2
CC(=O)N1CCC2(CC1)C/C(=N\NC(=S)Nc1ccccc1C)c1cc(O)ccc1O2 | 8
O=C(NCc1ccco1)Nc1ccc([N+](=O)[O-])cc1 | 7
CO[C@@H]1CC[C@H]2CCOc3ccc(C#N)cc3C(=O)N(C)C[C@@H](c3ccccc3)CC(=O)N(C)C[C@@H]1O2 | 3[25 µM]
CN(C)CC#Cc1ccc([C@@H]2[C@H](CO)N3CCCCN(CC4CC4)C[C@@H]23)cc1 | -9
O=S(=O)(c1cccc2c(S(=O)(=O)N3CCCC3)cccc12)N1CCCC1 | 4
CCN(CC(=O)Nc1c(F)cccc1F)C(=O)c1ccc(N2CCCC2)c([N+](=O)[O-])c1 | -5
COC(=O)[C@@H](NC(=O)Nc1cccc(Br)c1)C(C)C | 14
CCC(C)c1ccc(O)c(NC(=S)NC(=O)c2cccnc2)c1 (stereo unspecified) | -3
Cc1ccc(NC(=O)CNCCCN2CCOCC2)cc1S(=O)(=O)N1CCCCC1 | 8
CC(=O)c1c(N(C)C)ccnc1C(F)(F)F | 4
CC(C)N1CCC(=NNC(=O)c2ccc(Br)o2)CC1 | -11
COc1ccc(NC(=O)N[C@@H]2CC[C@H](CCNC(=O)CN3CCOCC3)O[C@H]2CO)cc1 | -2[25 µM]
O=C(CN1C(=O)CCC1=O)NNc1ccc2ccccc2c1 | 37

More structures
SMILES | BL2 CD40 inh
O=S(=O)(Nc1cccc(S(=O)(=O)N2CCOCC2)c1)c1ccc2c(c1)OCCO2 | 7
C=CCOc1ccc(/C=C/C(=O)OCC(=O)N2CCN(C(C)=O)CC2)cc1 | -13
COc1cccc(NC(=O)CN(C)C(=O)CCCc2nc3ccccc3s2)c1 | -24
CCOc1cccc2sc(Cl)nc12 | -2
Cc1ccccc1NC(=S)NNC(=O)c1ccoc1C | -52
COc1cc(C=NNc2nc3c([nH]2)c(=O)n(C)c(=O)n3C)ccc1O | 7
CN(C)C(=O)c1ccc(-c2ccc3c(c2)[C@@H]2[C@@H](CCN2S(=O)(=O)c2ccccc2)[C@@H](CO)N3)cc1 | -33[25 µM]
Cc1cccc(-c2ccc([C@@H]3[C@@H]4CN(C(=O)CN(C)C)C[C@H]3N4)cc2)c1 | 1[25 µM]
CCN(CC)c1ccc(S(=O)(=O)N2CCOCC2)cc1NC(=O)COC(=O)c1ccco1 | 7
c1ccc(Nc2ccnc(Nc3ccccc3)n2)cc1 | -31
Cc1cc2nccnc2cc1C | -16
CCN(CC)CCNS(=O)(=O)c1ccc(Cl)cc1 | -68
CC(NC(=O)c1ccc(C(C)(C)C)cc1)C(=O)O (stereo unspecified) | 1
C[C@H]1CN([C@@H](C)CO)C(=O)CCCn2nncc2CO[C@H]1CN(C)Cc1cccc2c1OCCCO2 | -8[25 µM]
Cc1csc(NC(=O)c2cc(C)nc3ccccc23)n1 | 4
N=c1c2c3c(sc2ncn1N)CCCCC3 | 4
Cc1cccc2sc(N(CCN(C)C)C(=O)C3CCN(S(=O)(=O)c4cccs4)CC3)nc12 | 8
CCC1(O)CC2CN(CCc3c([nH]c4ccccc34)C(C(=O)OC)(c3cc4c(cc3OC)N(C)C3C(O)(C(=O)OC)C(C(=O)OC)C5(CC)C=CCN6CCC43C65)C2)C1 (stereo unspecified) | 15[25 µM]
O=NN(Cc1cccnc1)Cc1cccnc1 | 1
O=C1NC(=O)C(=CC=Cc2ccccc2)S1 | -42

Continued:
SMILES | BL2 CD40 inh
Cc1cc(=O)[nH]c(CN2CCOCC2)n1 | 5
COc1cc(S(=O)(=O)N2CCn3cccc3C2C)ccc1NC(C)=O (stereo unspecified) | -2
CC1CCCC(NC(=O)NC(=O)COC(=O)C2=NN(c3ccccc3)C(=O)CC2)C1C (stereo unspecified) | 13
CCCS(=O)(=O)NC(=O)C1(C)CCN(C(=O)c2ccc(C(F)(F)F)cc2)C1 (stereo unspecified) | 7
CCCCn1c(N)c(N(CC(C)C)C(=O)COC(=O)c2ccccc2NCCO)c(=O)[nH]c1=O | -12
N#C/C(=C\c1cccc([N+](=O)[O-])c1)c1ccccn1 | -25
O=C(c1ccccn1)N1C[C@H]2[C@@H](c3ccccc31)[C@H](CO)N2C(=O)C1CC1 | 2
CCC1SC(CC)C(=O)N(CC(=O)NCCc2ccccc2)C1=O (stereo unspecified) | 4
COc1ccc(NC(C)=O)cc1NC(=O)C1CCN(C(=O)Nc2ccccc2)CC1 | 0
Cc1ccc2nc(C)c(C(=O)N/N=C/c3ccco3)cc2c1 | 3
CC(=O)NC12CC3CC(C1)CC(C(=O)OCC(=O)Nc1c(F)cccc1F)(C3)C2 | 3
O=C(O)CCNS(=O)(=O)c1cccc(Br)c1 | 2
O=C(Nc1c2c(nn1-c1ccccc1)CS(=O)(=O)C2)C1CCCC1 | -2
O=C1c2ccccc2-c2cccc(C(=O)N3CCCCCC3)c21 | 7
Cc1ccccc1NC(=O)Cn1nnc2c(cnn2-c2ccc(F)cc2)c1=O | -6
CCCCn1c(N)c(N(CC(C)C)C(=O)CCCc2nc3ccccc3c(=O)[nH]2)c(=O)[nH]c1=O | 2
CCN(CC(=O)Nc1ccc(OC)c(Cl)c1)CC(=O)NC(C)C | 3
O=C(NC1CCC1)[C@H]1[C@H](CO)[C@H]2Cn3c(ccc(-c4cncnc4)c3=O)[C@@H]1N2CCc1ccccc1 | -12[25 µM]
CC(C)(C)c1ccc2c(c1)N(CC(=O)O)C(=O)CO2 | 13
NC(=N\N=Cc1ccccc1)/C(N)=N/N=Cc1ccccc1 | -14

(further entries)
SMILES | BL2 CD40 inh
COc1ccc(-c2nn(C)c(=O)[nH]2)cc1 | 9
Cc1ccc2c(c1)N(CCC(=O)NC1CC1)C(=O)C(C)O2 (stereo unspecified) | 1
Cc1ccc(NC(=O)COc2ncnc3sccc23)cc1S(=O)(=O)N(C)C | -3
CN1C(=O)c2cc(NC(=O)c3cccc(Cl)c3)ccc2OC[C@H]2O[C@@H](CC(=O)NC3CCCCC3)CC[C@@H]21 | -8[25 µM]
Cc1ccc(NC(=O)C(CC(C)C)NC(N)=O)cc1 (stereo unspecified) | 4
CN(C)c1nc(Oc2ccc(OCCOc3ccccc3)nn2)nc(N(C)C)n1 | 5
COc1ccc(CN(C)CCc2ccccn2)cc1OC | 3
O=C(OCc1ccccc1)Oc1cncc(C(=O)O)c1 | 3
CN1CCN(C(=O)C[C@@H]2CC[C@H]3[C@@H](COC[C@@H](O)CN3CC3CCCC3)O2)CC1 | -1
CCc1nc2sccc2c(=O)n1N | 9
O=C(CCCCC(=O)NC1CCCC1)NC1CCCC1 | 12
O=C(CNS(=O)(=O)c1c(F)cccc1F)NC1CCCc2ccccc21 (stereo unspecified) | 7
CC(Oc1ccc(Br)cc1)C(=O)NCC(c1cccs1)N1CCOCC1 (stereo unspecified) | 2
CN(CC(=O)NC1CCCCCCC1)S(=O)(=O)c1cnc[nH]1 | -6
CCN1CCN(S(=O)(=O)c2ccc(Cl)c(C(=O)Nc3ccccc3N3CCOCC3)c2)CC1 | 6
NS(=O)(=O)c1ccc(NC(=S)NCc2ccc(F)cc2)cc1 | 4
O=C1CCCn2cc(nn2)COC[C@@H](Cc2ccccc2)N1 | -2
Cc1ccc(OCC(=O)N(C)CC(=O)Nc2ccc(F)cc2)c([N+](=O)[O-])n1 | 1
N#CCC(=O)Nc1ncn(Cc2ccccc2Cl)n1 | 10
CCN1CCN(S(=O)(=O)c2ccc(Cl)c(C(=O)Nc3ccccc3N3CCCCC3)c2)CC1 | 3

Another view of two compounds above:
> CN1C(=O)c2cc(NC(=O)c3cccc(Cl)c3)ccc2OC[C@H]2O[C@@H](CC(=O)NC3CCCCC3)CC[C@@H]21
  BL2 CD40 inh = -8[25 µM]

> Cc1ccc(NC(=O)COc2ncnc3sccc23)cc1S(=O)(=O)N(C)C
  BL2 CD40 inh = -3

Compounds above that contain a thiophene ring, fused or not, in the order listed:
SMILES | BL2 CD40 inh
N=c1c2c3c(sc2ncn1N)CCCCC3 | 4
Cc1cccc2sc(N(CCN(C)C)C(=O)C3CCN(S(=O)(=O)c4cccs4)CC3)nc12 | 8
Cc1ccc(NC(=O)COc2ncnc3sccc23)cc1S(=O)(=O)N(C)C | -3
CCc1nc2sccc2c(=O)n1N | 9
CC(Oc1ccc(Br)cc1)C(=O)NCC(c1cccs1)N1CCOCC1 (stereo unspecified) | 2

New compounds follow
SMILES | BL2 CD40 inh
NC(=O)CC(CC(=O)OCc1ccccc1)c1ccccc1 (stereo unspecified) | -5
N#Cc1ccc(-c2ccc3c(c2)[C@@H]2[C@@H](CCN2C(=O)C2CCC2)[C@H](CO)N3)cc1 | 13
O=C(NNC(=O)c1cc(Cl)nc2ccccc12)c1ccccc1F | -7
COc1ccc(C(=O)CSc2nc(C(C)(C)C)nc3ccccc23)cc1 | 7
Cc1nnc(SCc2nc3ccccc3[nH]2)s1 | 3
O=C(C[C@H]1C[C@@H]2c3cc(NC(=O)C4CCOCC4)ccc3O[C@@H]2[C@@H](CO)O1)NCc1ccc(Oc2ccccc2)cc1 | -4[25 µM]
Cc1nc2ccc(Cl)cc2n1C | 8
COc1ccc(CNC(=O)CCC(=O)N2CCN(S(=O)(=O)c3ccc(Cl)cc3)CC2)cc1 | 6
CC(OC(=O)CCN=C1NS(=O)(=O)c2ccccc21)C(=O)Nc1ccc(N(C)C)cc1 (stereo unspecified) | 9
COC(=O)[C@]1(C)CCC[C@@]2(C)C3CC[C@@]4(C)C[C@]3(CC[C@H]12)C[C@H]4O (stereo partly specified) | 13
CN(Cc1ccccc1)S(=O)(=O)c1cccc2nsnc12 | 7
Cc1ccccc1C(=O)N1CCC(C(=O)Nc2nc3ccc(F)cc3s2)CC1 | 56*
CC1CC(C)(C)CC2(C1)NC(=O)N(CC(=O)NCc1ccccc1F)C2=O (stereo unspecified) | 0
CC(=O)Nc1ccc(S(=O)(=O)N(C)CC(=O)OCC(=O)NCc2ccco2)cc1 | -2
COc1ccc(NC(=O)c2ccc(Oc3ncccn3)cc2)cc1 | -43
C[C@@H]1CCCCO[C@H](CN(C)Cc2ccc(C(F)(F)F)cc2)[C@H](C)CN([C@@H](C)CO)C(=O)c2cc(NS(=O)(=O)c3ccc(Cl)cc3)ccc2O1 | 31
CC(C)C1CC(CCN2CCCCC2)(c2ccccc2)CCO1 (stereo unspecified) | 1
COc1ccc(-c2ccc([C@@H]3[C@H](C#N)N(C(=O)NC4CCCC4)[C@H]3CO)cc2)cc1 | 4
CCCNC(=O)NC[C@@H]1[C@H](c2ccc(C3=CCCC3)cc2)[C@@H](CO)N1C(=O)CC | -4[25 µM]
CCOc1ccsc1C(=O)O | 8

More records
SMILES | BL2 CD40 inh
Cc1noc(C)c1NC(=O)N1C[C@@H](O)COC[C@H]2O[C@H](CC(=O)N[C@@H]3CCN(Cc4ccccc4)C3)CC[C@@H]21 | 1[25 µM]
O=C(CC(=O)N1CCOCC1)N1CCOCC1 | 9
COc1ccc2c3c(n(C)c2c1)[C@H](CO)N(C(=O)C1CCOCC1)CC31CN(C(=O)C2CCOCC2)C1 | -1
COc1ccccc1NC(=O)NCC(c1ccco1)N1CCCCC1 (stereo unspecified) | 9
COc1cc(/C=C/CN2CCC(Oc3ccc(C(=O)N4CCCC4)cc3)CC2)ccc1O | -9
Cc1onc(-c2ccccc2)c1C(=O)NCc1ccc2c(c1)OCO2 | 4
CCOC(=O)c1cc(NC(=O)N2CCCCC2)c(C)nc1C | 7
CCOc1ccc(OCCC(=O)OCC(=O)Nc2cc(S(=O)(=O)N3CCOCC3)ccc2OC)cc1 | 11
O=C1CCCN1c1ccc(C(=O)N(Cc2nnc(-c3ccc(Cl)cc3)o2)C2CC2)cc1 | -15
Cc1ccc(Sc2ccc(CN3CCCCC3)cc2[N+](=O)[O-])cc1 | 9
NC(=O)Cn1c(-c2nonc2N)nc2ccccc21 | 26
C[C@@H]1CN([C@@H](C)CO)C(=O)c2cccc(NS(=O)(=O)c3ccc(Cl)cc3)c2O[C@H]1CN(C)C(=O)Nc1ccc2c(c1)OCO2 | 6[25 µM]
CN1c2ccc(-c3ccc(C#N)cc3)cc2[C@@H]2[C@@H](CCN2S(=O)(=O)c2ccc(F)cc2)[C@@H]1CO | 28[25 µM]
O=C(COC(=O)c1cc([N+](=O)[O-])ccc1N1CCOCC1)Nc1c(Cl)cccc1Cl | -9
O=C(Nc1ccc(F)cc1)N1CCCCN2[C@H](CO)[C@@H](c3ccc(-c4cccc(F)c4)cc3)[C@H]2C1 | -2[25 µM]
COc1ccc(/C(C)=N/NC(=O)C2CC2)cc1 | -15
Cc1ccc(S(=O)(=O)N(C)C[C@@H]2Oc3cc(C#CC4CCCC4)ccc3S(=O)(=O)N([C@@H](C)CO)C[C@H]2C)cc1 | 7[25 µM]
CS(=O)(=O)N1CCN(c2ccc([N+](=O)[O-])c(SCc3ccco3)c2)CC1 | 1
Cc1nn(-c2ccccc2)c(C)c1NC(=O)COC(=O)c1cccc(OC(F)F)c1 | 8
CCCC(=O)Nc1nnc(-c2ccc3c(c2)OCCO3)o1 | -46

Looked up by structure from the entries so far, 3 records:
SMILES | BL2 CD40 inh
COc1ccccc1NC(=O)NCC(c1ccco1)N1CCCCC1 (stereo unspecified) | 9
COc1cc(/C=C/CN2CCC(Oc3ccc(C(=O)N4CCCC4)cc3)CC2)ccc1O | -9
Cc1ccc(S(=O)(=O)N(C)C[C@@H]2Oc3cc(C#CC4CCCC4)ccc3S(=O)(=O)N([C@@H](C)CO)C[C@H]2C)cc1 | 7[25 µM]

The list is partial; the hit share may differ from the screen's.
